# Screening results: PubChem, Broad Institute
# PglD inh = blocks C. jejuni PglD acetyltransferase activity. actives 0.098% (n = 360,000). purified PglD enzyme, DTNB colorimetric CoA detection. inhibition, % at 12.5 µM. AID 602405; in the data active means inhibition above about 16%, passing the limit was not always enough; inconclusive means no clear call, values can overlap the other calls; further: strong numbers were not always called active
# E-selectin induc = E-selectin induction on HUVECs; P16581; HUVEC E-selectin immunofluorescence imaging; normalized: neutral wells 0, TNF-alpha wells 100; activation, % at 7.58 µM; actives 0.37% (n = 260,000);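 active means mean E-selectin-positive cell signal at least 10% of the positive control, reached in at least 60% of replicates, without over 20% cell loss; inconclusive means no rule given, readout overlaps actives, possibly toxicity-flagged; inactive means the rest, including those meeting only one limit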;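 further: in these data hits start at about 27%; measured in HUVEC primary endothelial cells; signal is the percent of cells scored E-selectin positive by PE staining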
#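 Test system: HUVEC | Signal: Immunofluorescence imaging | Read-out: Percent E-selectin-positive cells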
# Statin myotox sup = suppressors of simvastatin-induced myotoxicity in C2C12 myotubes; rescue of ATP level, % at 7.49 µM; AID 602340; actives 0.78% (n = 330,000); ATP luminescence, 48 h; scaled: DMSO 0, geranylgeraniol control 100;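 active means mean ATP rescue above about 67%, or every replicate alone reaching that limit, limit read from the data, passing the limit was not always enough; inconclusive means no clear call, values can overlap the other calls; inactive means mean under the limit and some replicate under it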;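 further: myotubes were challenged with 10 µM simvastatin during compound exposure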
# DENV2 CPE rescue = inhibitors of DENV2 cytopathic effect; DENV2-infected cells, cytopathic effect rescue, plate reader; actives 1.7% (n = 350,000); AID 651640; CPE inhibition, % at 9.99 µM; in the data active means CPE inhibition above about 20%, passing the limit was not always enough; inconclusive means no clear call, values can overlap the other calls; tested in BHK-21 cells;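 further: 0% = median of neutral control wells and 100% = median of positive control wells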
# ERp5 block = inhibitors of human ERp5. Q15084. ERp5 insulin aggregation, absorbance 650 nm, 90 min. inhibition, % at 9.99 µM. actives 0.05% (n = 350,000). AID 651711;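 active means mean replicate inhibition above about 25%, with every replicate also reaching it, limit read from the data, passing the limit was not always enough; inconclusive means only one of those two criteria met; inactive means neither criterion met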
# Target sequence (Q15084 whole entry, looked up): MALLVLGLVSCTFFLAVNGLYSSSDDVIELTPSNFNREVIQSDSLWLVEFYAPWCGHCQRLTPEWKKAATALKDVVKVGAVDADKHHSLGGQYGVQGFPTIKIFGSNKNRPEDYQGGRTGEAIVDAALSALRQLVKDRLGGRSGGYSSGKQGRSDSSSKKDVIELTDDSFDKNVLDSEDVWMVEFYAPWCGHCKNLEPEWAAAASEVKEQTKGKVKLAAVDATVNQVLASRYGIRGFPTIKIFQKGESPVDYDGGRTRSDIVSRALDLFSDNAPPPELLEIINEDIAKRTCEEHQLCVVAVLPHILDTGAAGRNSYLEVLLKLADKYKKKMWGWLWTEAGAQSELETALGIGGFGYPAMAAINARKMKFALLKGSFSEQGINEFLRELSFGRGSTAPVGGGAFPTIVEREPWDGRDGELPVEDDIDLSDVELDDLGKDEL
# SIRT5 block = sirtuin-5 (human) deacylase inhibition; actives 1.1% (n = 330,000); Purified SirT5, succinyl-peptide AMC, trypsin-coupled fluorescence; Q9NXA8; inhibition, % at 15 µM; in the data active means inhibition above about 15%; inconclusive means no clear call, values can overlap the other calls
# Target sequence (Q9NXA8 whole entry, looked up): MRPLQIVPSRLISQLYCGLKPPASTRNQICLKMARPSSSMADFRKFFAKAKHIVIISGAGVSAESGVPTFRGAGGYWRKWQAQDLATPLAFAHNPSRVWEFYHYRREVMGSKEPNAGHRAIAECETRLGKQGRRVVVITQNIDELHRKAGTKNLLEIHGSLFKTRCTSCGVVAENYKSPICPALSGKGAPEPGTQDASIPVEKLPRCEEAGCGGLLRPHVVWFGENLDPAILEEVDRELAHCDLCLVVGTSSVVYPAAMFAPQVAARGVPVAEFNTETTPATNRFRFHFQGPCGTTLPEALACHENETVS
# S100A4 MyoIIA = inhibitors of human S100A4 binding to myosin IIA peptide; P26447; S100A4/TAMRA-MyoIIA peptide fluorescence polarization; inhibition, % at 10.7 µM; actives 0.14% (n = 360,000); AID 652163;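 active means mean inhibition of at least 70% across replicates, with every replicate also reaching that level; inconclusive means mean inhibition reaches 70% but some replicates fall short; inactive means mean inhibition below 70%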
# Target sequence (P26447 whole entry, looked up): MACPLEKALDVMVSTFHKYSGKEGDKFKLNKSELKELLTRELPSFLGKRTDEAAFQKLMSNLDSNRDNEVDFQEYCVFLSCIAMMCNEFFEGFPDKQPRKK
#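 Assay system: human S100A4 monomer with TAMRA-labelled myosin IIA peptide / Buffer or medium: Calcium-containing HEPES buffer, pH 7.2 / Reagent: TAMRA-labelled myosin IIA heavy-chain peptide probe, 5 nM / Compound: one dose per compound / Timing: polarization read 5 min after assay mix addition, stable 5–60 min / Benchmarks: neutral control DMSO, positive control TFP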
# * marks the source's active call; other numbers are inactive results; u = inconclusive; x = not tested or not shown.
# Results follow in this order: S100A4 MyoIIA | PglD inh | DENV2 CPE rescue | ERp5 block | Statin myotox sup | SIRT5 block | E-selectin induc
> C[C@H](CO)N1C[C@H](C)[C@H](CN(C)Cc2ccc(C(=O)O)cc2)Oc2ccc(NC(=O)c3ccncc3)cc2CC1=O
 : 0 | 5 | -11 | 5 | 5 | 2 | x
> O=C(Nc1ccc(F)cc1)N1CCCCN2[C@@H](CO)[C@H](c3ccc(-c4cccc(F)c4)cc3)[C@@H]2C1
 : -11 | -6 | -26 | -1 | 12 | 10 | 0.0
> Cc1cc(-c2nnc(CSc3nnc(NC(=O)c4ccc(C(C)(C)C)cc4)s3)o2)ccc1[N+](=O)[O-]
 : -4 | x | 2 | -1 | x | 3 | -0.2
> c1ccc2c(c1)Cn1nnnc1-2
 : -2 | -5 | 3 | 6 | -6 | -5 | x
> O=C(COC(=O)c1ccccc1Br)Nc1ccccc1F
 : 13 | x | x | 0 | x | -2 | 0.3
> COc1ccc(Cc2noc(CN(C)CC3(N4CCOCC4)CCCCC3)n2)cc1OC
 : -6 | -6 | -1 | -5 | x | 1 | 5.4
> C[C@@H]1CCCCO[C@@H](CN(C)S(C)(=O)=O)[C@H](C)CN([C@H](C)CO)C(=O)c2cc(N(C)C)ccc2O1
 : 6 | -1 | -10 | -6 | 20 | 2 | 2.5
> CSC1=NC(C)(C)C=C(/C=C/c2c(Cl)cccc2Cl)N1
 : -3 | x | 3 | 4 | x | 3 | 0.1
> COc1ccc([Si](C)(C)[C@H]2[C@H](CC(=O)N(CCO)Cc3ccccc3)O[C@@]3(C(=O)N(C)c4ccccc43)[C@@H]2C)cc1
 : 21 | -1 | -14 | -3 | x | 2 | x
> CSc1ncccc1C(=O)Nc1nc2ccc(Oc3ccccc3)cc2s1
 : 0 | x | 2 | 12 | -17 | -6 | x
> CCN(CC)C(=O)CSc1nnc2cc(C)c3ccccc3n12
 : 2 | x | -5 | 3 | -2 | x | 4.5
> O=C(COC(=O)C1CC2C=CC1C2)Nc1ccc([N+](=O)[O-])cc1 (stereo not given)
 : -3 | -3 | 7 | 4 | 7 | 0 | x
> O=C(CNC(=O)c1ccccc1F)NCc1cccnc1
 : 0 | 1 | 2 | -1 | 0 | -1 | x
> O=c1c2ccccc2ncn1Cc1ccc2c(c1)OCO2
 : -15 | 1 | 3 | 3 | -11 | 0 | x
> Cn1c(SCC(=O)NCc2ccc(F)cc2)ncc(C(=O)Nc2ccccc2)c1=O
 : -1 | 6 | 2 | -2 | -22 | -1 | -0.1
> Cc1ccc(NC(=O)CSc2ccccc2NC(=O)c2cccc(Cl)c2)cc1Cl
 : -54 | x | 3 | -3 | x | 1 | -2.9
> CCn1nc(C)cc1C(=O)N1CCCC(Nc2ccc(F)c(F)c2)C1 (stereo not given)
 : 3 | -2 | -1 | 4 | x | 1 | x
> CCCNC(=O)Nc1ccc2c(c1)C(=O)N(C)[C@H]1CC[C@@H](CC(=O)O)O[C@@H]1CO2
 : x | 3 | -2 | x | 8 | x | 0.1
> CCCCN(C=O)c1c(CC)nc2c(OCc3cccc(Cl)c3)cccn12
 : -5 | 7 | -6 | -5 | -5 | 0 | 0.1
> COc1ccc(NC(=O)N[C@@H]2C=C[C@H](CC(=O)NC3CCCCC3)O[C@H]2CO)cc1
 : 1 | -2 | 8 | 7 | 1 | 0 | -0.3
> O=C(N[C@@H]1C=C[C@@H](CC(=O)N2CCCCC2)O[C@@H]1CO)c1ccc2c(c1)OCO2
 : 17 | 2 | 14 | -1 | 12 | 1 | 0.1
> CC(=O)Nc1sc(N/N=C/c2ccccc2F)nc1-c1ccc(C)cc1
 : 3 | x | 7 | -5 | x | 3 | x
> O=C1C(Cc2ccccc2)Nc2ncnc(N3CCN(c4ccccc4)CC3)c2N1Cc1ccc(Cl)cc1 (stereo not given)
 : -7 | -4 | x | -1 | -2 | 0 | -0.2
> C[C@H](CO)N1C[C@H](C)[C@H](CN(C)S(=O)(=O)c2cccs2)OCCCC[C@H](C)Oc2ccc(NS(=O)(=O)c3cn(C)cn3)cc2C1=O
 : -2 | 2 | 20 | -2 | x | -4 | x
> C[C@H](CO)N1C[C@H](C)[C@H](CN(C)C(=O)Nc2cccc3ccccc23)Oc2ccc(NS(=O)(=O)c3cccs3)cc2C1=O
 : -4 | -1 | -4 | -1 | 5 | -2 | 0.0
> CCOCCCn1c(=S)[nH]c2cc(C(=O)NCCCN(CC)CC)ccc2c1=O
 : 1 | 0 | 3 | -5 | x | -6 | 1.3
> CS(=O)(=O)N1CCCCN2[C@H](CO)[C@@H](c3ccc(C#Cc4ccccn4)cc3)[C@@H]2C1
 : 1 | 1 | -8 | 1 | x | 2 | -0.4
> CCc1ccc(S(=O)(=O)NC2CCCCNC2=O)cc1 (stereo not given)
 : -1 | 5 | 8 | 3 | 2 | -9 | 0.0
> COc1cc(C(=O)OCC(=O)NCCN2C(=O)CSC2=O)ccc1OCc1c(C)noc1C
 : -2 | 2 | 18 | 11 | -2 | -1 | 0.1
> CC(C)c1ccc(CNC(=O)C(=O)Nc2nccs2)cc1
 : -4 | x | 3 | 1 | x | 5 | x

# 4 compounds from above, showing only SIRT5 block.
Compound	SIRT5 block
O=C(N[C@@H]1C=C[C@@H](CC(=O)N2CCCCC2)O[C@@H]1CO)c1ccc2c(c1)OCO2	1
CC(=O)Nc1sc(N/N=C/c2ccccc2F)nc1-c1ccc(C)cc1	3
O=C1C(Cc2ccccc2)Nc2ncnc(N3CCN(c4ccccc4)CC3)c2N1Cc1ccc(Cl)cc1 (stereo not given)	0
C[C@H](CO)N1C[C@H](C)[C@H](CN(C)S(=O)(=O)c2cccs2)OCCCC[C@H](C)Oc2ccc(NS(=O)(=O)c3cn(C)cn3)cc2C1=O	-4

# Arranged by heavy-atom count (low to high): 4 of the compounds above.
# Results follow in this order: S100A4 MyoIIA | PglD inh | DENV2 CPE rescue | ERp5 block | Statin myotox sup | SIRT5 block | E-selectin induc
> CCn1nc(C)cc1C(=O)N1CCCC(Nc2ccc(F)c(F)c2)C1 (stereo not given)
 : 3 | -2 | -1 | 4 | x | 1 | x
> CCCNC(=O)Nc1ccc2c(c1)C(=O)N(C)[C@H]1CC[C@@H](CC(=O)O)O[C@@H]1CO2
 : x | 3 | -2 | x | 8 | x | 0.1
> CS(=O)(=O)N1CCCCN2[C@H](CO)[C@@H](c3ccc(C#Cc4ccccn4)cc3)[C@@H]2C1
 : 1 | 1 | -8 | 1 | x | 2 | -0.4
> COc1ccc(Cc2noc(CN(C)CC3(N4CCOCC4)CCCCC3)n2)cc1OC
 : -6 | -6 | -1 | -5 | x | 1 | 5.4

# Back to the main list, starting five compounds before the break.
# Results follow in this order: S100A4 MyoIIA | PglD inh | DENV2 CPE rescue | ERp5 block | Statin myotox sup | SIRT5 block | E-selectin induc
> CCOCCCn1c(=S)[nH]c2cc(C(=O)NCCCN(CC)CC)ccc2c1=O
 : 1 | 0 | 3 | -5 | x | -6 | 1.3
> CS(=O)(=O)N1CCCCN2[C@H](CO)[C@@H](c3ccc(C#Cc4ccccn4)cc3)[C@@H]2C1
 : 1 | 1 | -8 | 1 | x | 2 | -0.4
> CCc1ccc(S(=O)(=O)NC2CCCCNC2=O)cc1 (stereo not given)
 : -1 | 5 | 8 | 3 | 2 | -9 | 0.0
> COc1cc(C(=O)OCC(=O)NCCN2C(=O)CSC2=O)ccc1OCc1c(C)noc1C
 : -2 | 2 | 18 | 11 | -2 | -1 | 0.1
> CC(C)c1ccc(CNC(=O)C(=O)Nc2nccs2)cc1
 : -4 | x | 3 | 1 | x | 5 | x
> CCn1c(N2CCN(S(=O)(=O)c3ccc(Cl)cc3)CC2)nc2ccccc21
 : 1 | x | 10 | -5 | x | -1 | -0.1
> C[C@H]1CN([C@@H](C)CO)C(=O)c2cc(Br)cnc2O[C@@H]1CN(C)S(=O)(=O)c1ccc(F)cc1
 : 4 | 1 | -5 | 0 | 14 | -1 | 0.3
> CC1=NNC(=O)C1CC(=O)N/N=C/c1sccc1C (stereo not given)
 : 7 | -1 | 8 | 2 | 2 | 2 | x
> CCc1nc2c(OCc3ccc(C(=O)OC)cc3)cccn2c1N(C)C(=O)c1ccc(C)cc1
 : -3 | -3 | 14 | 3 | 2 | x | 0.6
> O=C(NC1CCCc2ccccc21)C(Cc1ccccc1)NS(=O)(=O)c1cccs1 (stereo not given)
 : -1 | 0 | 2 | 3 | x | -4 | 0.2
> COc1ccccc1C1=NC(c2ccc(F)cc2)N=C1C (stereo not given)
 : -31 | x | -3 | 4 | x | -1 | -1.2
> C[C@H](CO)N1C[C@H](C)[C@@H](CN(C)C(=O)Nc2ccccc2C(F)(F)F)OCc2cn(nn2)CCCC1=O
 : -57 | 1 | 3 | 4 | 2 | 1 | 0.7
> Nc1c(C(=O)N2CCOCC2)sc2nc(N3CCOCC3)c3c(c12)CCCC3
 : 7 | 6 | 7 | x | -13 | -1 | x
> CCCCNc1ccc2c(c1)OC[C@H](Cc1ccccc1)NS2(=O)=O
 : -5 | x | u | -4 | x | 1 | 0.0
> CCOc1c(C)cnc2c1c(=O)n(Cc1ccccc1F)c(=O)n2C
 : -12 | -1 | 2 | -7 | 3 | -1 | x
> C[C@@H]1CN([C@@H](C)CO)C(=O)c2c(c3ccccc3n2C)-c2ccccc2CO[C@H]1CN(C)Cc1cccc(C(F)(F)F)c1
 : -49 | x | -25 | 1 | x | -3 | 1.9
> COc1ccc(C(=O)Nc2cccc(OC)c2)cc1
 : -4 | 0 | -3 | 4 | -8 | 1 | x
> CC1(C(=O)NS(=O)(=O)C2CC2)CCCN(C(=O)c2ccccc2C(F)(F)F)C1 (stereo not given)
 : -3 | -1 | -9 | 1 | 12 | 2 | -0.1
> C[C@@H]1CN([C@@H](C)CO)C(=O)Cc2cc(NC(=O)Cc3cn(C)c4ccccc34)ccc2O[C@@H]1CN(C)Cc1ccc(C(=O)O)cc1
 : -10 | 1 | 10 | 5 | -33 | -2 | -2.2
> COc1ccc(NC(=O)Nc2ccc3c(c2)CC(=O)N([C@H](C)CO)C[C@H](C)[C@H](CN(C)Cc2ccc(C(=O)Nc4ccccc4N)cc2)O3)cc1
 : -8 | x | 10 | -4 | x | x | x
> CC(=O)c1cccc(NC(=O)c2cccc(S(=O)(=O)N3CCOCC3)c2)c1
 : -4 | -3 | 10 | 0 | 3 | -2 | x
> C[C@@H]1CN([C@@H](C)CO)C(=O)c2cc(-c3cccc(F)c3)cnc2O[C@@H]1CN(C)C(=O)c1ccccn1
 : 5 | -4 | 0 | 1 | x | -2 | -0.1
> CCN1CC(CN(C)Cc2cn(-c3ccc(C)cc3)nc2-c2cccc(C)c2)CC1=O (stereo not given)
 : 3 | x | -1 | -6 | x | 0 | x
> Cc1ccc(Cl)cc1NC(=O)COC(=O)CC1CCCCC1
 : -1 | -2 | 2 | 3 | 5 | -3 | 4.5
> O=C(COc1ccc(Cl)cc1)Nc1ncc([N+](=O)[O-])s1
 : -3 | x | 3 | 4 | x | -4 | -3.9
> CCn1cc(C(=O)O)c(=O)c2cnc(N3CCN(C(=S)Nc4ccc(F)cc4)CC3)nc21
 : 10 | x | 0 | -1 | x | -1 | 9.3
> CN(CC(=O)Nc1ccc(F)cc1)C(=O)c1ccc(-c2ccc(F)cc2)o1
 : -2 | x | -1 | -5 | -4 | -4 | 0.1
> COc1ccc(-c2nc(CCl)cs2)cc1OC
 : 1 | 2 | 9 | 1 | 1 | -10 | x
> Cc1cc(C)n2c(Nc3ccc4c(c3)OCCO4)c(-c3ccc(C)o3)nc2n1
 : -3 | -4 | -1 | 3 | 25 | x | 0.0
> COc1ccc(S(=O)(=O)NC2CC(C)(C)NC(C)(C)C2)cc1C(C)C
 : 6 | x | x | -7 | -13 | 0 | 1.1
> Cc1ccc(C)c(NC(=S)NCC(c2cccnc2)N2CCOCC2)c1 (stereo not given)
 : 1 | x | 11 | 3 | x | 1 | -0.2
> CCC(C)(C)c1nnc(NC(=O)C2CCN(C(=O)c3ccco3)CC2)s1
 : 0 | -2 | 0 | 3 | 24 | -1 | 0.1

# The list is partial; rates above refer to the full screens.
